KCNK9 inh – human KCNK9 channel inhibition. HEK293 KCNK9, FluxOR thallium flux fluorescence; stronger effect = lower value. B-score at 10 µM. 310,000 compounds, 1.2% hits. AID 488922;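 active = ratio B-score over 3 SD below the library mean, with starting fluorescence within 5 SD of its mean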;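 note: negative B-score means less thallium flux so channel inhibition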
KCNQ1 block – human KCNQ1 channel inhibition; CHO-K1 KCNQ1, FluxOR thallium flux fluorescence; stronger effect = higher value; 310,000 compounds, 1.3% hits; B-score at 10 µM;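 active = compounds whose thallium flux B-score, printed positive for inhibition, exceeds three library SD while starting fluorescence stays within three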;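 note: channel opened by potassium depolarization with thallium stimulus after 20 min compound exposure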
RGS4 pot – RGS4 potentiation or activation. HEK293 M3R/inducible RGS4, carbachol calcium flux Fluo4; stronger effect = lower value. B-score at 10 µM. 310,000 compounds, 0.92% hits. AID 463111;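 active = B-score of the integrated calcium signal more than 4 SD below the library mean, with starting fluorescence not abnormally high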;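 note: negative B-score means reduced calcium response which marks RGS4 activation or potentiation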
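Also added: carbachol at ECmax as muscarinic agonist stimulus; Assay system: HEK293 cells with stable M3R and inducible RGS4; Timing: overnight RGS4 induction, 30 min dye load 37 °C, 20 min compound RT; Measured by: Fluo4-AM (2 µM) calcium-flux fluorescence, kinetic read.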
HDAC3 inh – inhibitors of human histone deacetylase 3. 320,000 compounds, 0.15% hits. recombinant HDAC3, fluorogenic peptide/trypsin coupled, fluorescence. O15379. inhibition, % at 8.3 µM. AID 2718; in the data active = inhibition above about 26%, passing the limit was not always enough; inconclusive = no clear call, values can overlap the other calls
hERG rescue – compounds protecting human hERG from proarrhythmic drug block. Q12809. CHO-hERG, FluxOR thallium flux, dofetilide IC70 present. activation (rescue from dofetilide block), less the hit threshold, % at 10 µM. 310,000 compounds, 0.51% hits;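 active = activation above the mean of controls blocked by dofetilide plus 5 SD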;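 note: thallium influx through hERG after potassium depolarization seen as dye fluorescence rise; in these data hits start at about 4.7%; inactives centre near -7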
KCNK3 block – human KCNK3 channel inhibition, primary screen; CHO-KCNK3 thallium flux, FluxOR fluorescence; stronger effect = lower value; B-score at 10 µM; 340,000 compounds, 0.84% hits;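 active = B-score under library mean minus 4 SD, starting fluorescence ratio at most library mean plus 5 SD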;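 note: more negative B-score means stronger inhibition of thallium flux through KCNK3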
Target sequence (O14649 whole entry, looked up): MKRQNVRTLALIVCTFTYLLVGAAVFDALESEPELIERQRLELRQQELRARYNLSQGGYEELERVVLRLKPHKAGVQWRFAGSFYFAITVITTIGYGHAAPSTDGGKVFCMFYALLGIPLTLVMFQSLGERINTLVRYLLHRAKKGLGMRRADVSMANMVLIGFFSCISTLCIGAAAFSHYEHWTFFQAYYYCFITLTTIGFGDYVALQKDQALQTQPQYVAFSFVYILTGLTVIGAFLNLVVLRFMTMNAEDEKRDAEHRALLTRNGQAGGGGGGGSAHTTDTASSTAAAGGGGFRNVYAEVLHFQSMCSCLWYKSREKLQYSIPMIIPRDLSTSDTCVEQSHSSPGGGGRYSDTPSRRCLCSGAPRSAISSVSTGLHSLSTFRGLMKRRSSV
KCNQ1 pot – potentiates or activates the human KCNQ1 potassium channel. P51787. CHO-K1 KCNQ1, thallium flux FluxOR fluorescence; stronger effect = higher value. B-score at 10 µM. 310,000 compounds, 0.35% hits. AID 2648;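 active = fluorescence ratio B-score, a plate-corrected score, at least three library SD, with initial intensity B-score within 5 SD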
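Medium – assay buffer, equal DMSO in all wells · Material – CHO-K1 cell line with stable KCNQ1 potassium channel expression · Signal – kinetic FluxOR thallium fluorescence, 10-s 1-Hz baseline, 110-s post-stimulus read · Compound – single concentration per compound, DMSO matched to controls · Schedule – 37 °C overnight plating, 90-min dark dye load, 20-min compound pretreatment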
GSK3beta inhib – human GSK3beta kinase inhibition | P49841 | 300,000 compounds, 0.038% hits | AID 2097 | GST-GSK3beta kinase, ADP-Glo luminescence, 60 min; stronger effect = lower value | activity score (negative = inhibition), % at 10 µM;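 active = more than half of replicate wells score below -50%, meaning over 50% inhibition versus plate controls; inconclusive = some replicates but at most half score below -50%; inactive = no replicate scores below -50%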;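 note: 0% = median DMSO wells and -100% = median GW8510 positive control wells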
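Assay system: GST-fused GSK3beta enzyme, cell-free / Medium: Tris pH 7.5 buffer with MgCl2, DTT, BSA, heparin / Also added: peptide substrate plus 25 µM ATP (final) / Compound: 10 µM single point / Timing: kinase reaction with compound 60 min at room temperature / Detection: ADP-Glo luminescence / Benchmarks: DMSO neutral wells and GW8510 at 20 µM as positive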
PolyA inh – yeast polyadenylation inhibition; S. cerevisiae SKY197-pL101 polyadenylation reporter, beta-gal luminescence; efflux-impaired pdr1/pdr3 knockout yeast; score 100 = 6 SD above DMSO; calls only at 12 µM; 300,000 compounds, 0.02% hits;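 active = lowest replicate activity score at least 50, where 100 means six control SD above control mean; inconclusive = lowest score under 50 but half or more replicates reach 50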;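 note: yeast exposed to compound for 9 h at 30 °C; higher score means more reporter readthrough which indicates perturbed polyadenylation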
DYRK1A inh – inhibitors of rat Dyrk1A kinase; ADP-Glo luminescence, NFATc1 peptide; inhibition, % at 12.5 µM; Q63470; 310,000 compounds, 0.43% hits; AID 504441; in the data active = inhibition above about 50%;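 note: plate controls were vehicle with enzyme for no effect and no enzyme for full effect; many of its hits are not listed in these tables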
GSK3A inh – inhibitors of human GSK-3 alpha kinase; ADP-Glo luminescence, 60 min; AID 2650; 320,000 compounds, 0.1% hits; inhibition, % at 10 µM; P49840;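 in the data active = inhibition above about 50%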;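 note: GST-tagged GSK-3 alpha with peptide substrate and 25 µM ATP; 0% = DMSO neutral wells and 100% = GW8510 positive control wells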
Target sequence (P49840 whole entry, looked up): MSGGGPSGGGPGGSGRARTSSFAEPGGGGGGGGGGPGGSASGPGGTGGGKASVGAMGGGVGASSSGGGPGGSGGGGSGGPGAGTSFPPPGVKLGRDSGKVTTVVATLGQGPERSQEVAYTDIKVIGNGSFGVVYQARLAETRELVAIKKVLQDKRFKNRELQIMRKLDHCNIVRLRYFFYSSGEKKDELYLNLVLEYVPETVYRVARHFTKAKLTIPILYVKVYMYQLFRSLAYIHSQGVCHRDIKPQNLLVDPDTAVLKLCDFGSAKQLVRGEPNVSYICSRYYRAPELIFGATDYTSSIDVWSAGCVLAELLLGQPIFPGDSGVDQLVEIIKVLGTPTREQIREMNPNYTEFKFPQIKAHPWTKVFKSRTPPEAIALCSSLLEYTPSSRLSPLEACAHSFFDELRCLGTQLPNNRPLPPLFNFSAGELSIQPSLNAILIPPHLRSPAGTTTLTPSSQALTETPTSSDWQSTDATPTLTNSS
Numbers without * were called inactive; i = inactive; ? = inconclusive; . = not tested or not shown. The list is partial; the hit share may differ from the screen's.

SMILES	KCNK9 inh	KCNQ1 block	RGS4 pot	HDAC3 inh	hERG rescue	KCNK3 block	KCNQ1 pot	GSK3beta inhib	PolyA inh	DYRK1A inh	GSK3A inh
CCn1c2ccccc2c2cc(NC(=O)CSc3nnc(-c4ccccc4OC)n3N)ccc21	i	i	i	2	-9	i	i	0	i	-1	-1
c1ccc(-c2nc3ccccn3c2NCc2ccc3c(c2)OCO3)cc1	i	i	i	-25	-28	i	i	-1	i	-4	-2
CCOC(=O)CSC1=NC(=O)/C(=C/c2ccc(OC)cc2)S1	i	i	i	80*	-1	i	i	-6	i	71*	2
CC(C)C(=O)Nc1ccc2c3c(cccc13)CC2	i	i	i	.	-9	i	i	1	i	1	.
CCCSc1nsc(NC(=O)C(c2ccccc2)c2ccccc2)n1	-8.8*	6*	i	19	-6	-9*	i	0	i	5	.
COc1cc(C(=O)NC(=S)Nc2ccc(Cl)c(C(=O)O)c2)cc(OC)c1OC	i	i	i	12	-5	i	i	2	i	9	1
CCOC(=O)c1nnn(-c2nonc2N)c1-c1ccc(F)cc1	i	i	i	-2	-2	i	i	-16	i	8	12
Cc1ccc2oc(-c3cccc(N)c3)nc2c1	i	i	i	-73	-5	i	i	-2	i	1	-2
Cc1cc2oc(C(=O)Nc3ccc(S(N)(=O)=O)cc3)c(C)c2cc1Cl	i	i	i	-18	-12	i	i	0	i	3	0
CC[n+]1c(/C=C2/C=C(C)CC(C)(C)C2)sc2ccc(OC)cc21	i	10*	i	6	-29	i	i	0	i	12	.
CCOc1ccc(OCC(=O)N(CCC2=CCCCC2)c2c(N)n(Cc3ccccc3)c(=O)[nH]c2=O)cc1	i	i	i	-10	-15	i	i	1	i	1	1
COc1ccc(NC(=O)c2cc3cc(OC)ccc3oc2=N)cc1	i	i	i	0	-10	i	i	4	i	4	-1
CC(=O)[C@@H]1[C@@H](C(=O)c2ccccc2)[C@]2(C(=O)Nc3ccccc32)[C@H]2C=Cc3cc(F)ccc3N12	i	i	i	4	-11	i	i	-6	i	1	-2
CCNS(=O)(=O)c1ccc(NC(=O)c2ccccc2)cc1	i	i	i	13	-9	i	i	-2	i	4	.
O=C(NCCc1c[nH]c2ccccc12)C(=O)NCC(c1ccco1)N1CCN(c2ccccc2)CC1 (centres undefined)	i	i	i	.	-6	i	i	-2	.	-5	.
OC1(CC#CCN2CCCCC2)c2ccccc2-c2ccccc21	i	i	i	6	-10	i	i	2	i	10	-4
COc1cc(/C=N/NC(=O)C(=O)N2CCCCCC2)ccc1O	i	i	i	5	-9	i	i	2	i	3	0
O=C(Nc1ccc(OC(F)F)c(Cl)c1)Nc1ccc2c(c1)OCO2	i	7*	i	3	-3	i	i	0	i	5	1
CS(=O)(=O)N(CC(=O)Nc1ccccc1Sc1ccccc1)c1ccc(F)cc1	i	i	i	-1	-5	i	i	-1	i	-7	4
CC1(C)CC(=O)C2=C(C1)Nc1nc(SCCN3CCOCC3)[nH]c(=O)c1C2c1cccs1 (centres undefined)	i	i	i	-2	-5	i	i	2	i	-3	0
CCC(=O)NCCc1nc2cc(NC(=O)c3ccc(Cl)cc3)ccc2n1C	i	i	i	-3	-9	i	i	-1	i	8	1
Cc1cccc(OCC(=O)NC2CCCc3ccccc32)c1C (centres undefined)	i	i	i	-2	-4	i	i	0	i	-7	2
Cc1cc2c(nn1)CCc1c-2no[n+]1[O-]	i	i	i	2	-10	i	i	3	i	8	-1
CC(=O)c1sc(NC(=O)c2ccccc2F)nc1-c1ccccc1	i	i	i	0	-7	i	i	4	i	4	-3
CCc1sc(N(C(=O)Cc2ccccc2)c2ccc(F)cc2)nc1-c1ccccc1	i	i	i	-5	-7	i	i	-2	i	-3	13

In the list so far, these have a furan ring, fused or not.
SMILES	KCNK9 inh	KCNQ1 block	RGS4 pot	HDAC3 inh	hERG rescue	KCNK3 block	KCNQ1 pot	GSK3beta inhib	PolyA inh	DYRK1A inh	GSK3A inh
Cc1cc2oc(C(=O)Nc3ccc(S(N)(=O)=O)cc3)c(C)c2cc1Cl	i	i	i	-18	-12	i	i	0	i	3	0
O=C(NCCc1c[nH]c2ccccc12)C(=O)NCC(c1ccco1)N1CCN(c2ccccc2)CC1 (centres undefined)	i	i	i	.	-6	i	i	-2	.	-5	.

Following part
SMILES	KCNK9 inh	KCNQ1 block	RGS4 pot	HDAC3 inh	hERG rescue	KCNK3 block	KCNQ1 pot	GSK3beta inhib	PolyA inh	DYRK1A inh	GSK3A inh
CCOc1ccccc1NC(=O)c1ccc2c(c1)C(=O)N(CC)C2=O	i	i	i	-11	-8	i	i	2	i	5	-1
CCCCOC(=O)Nc1nc2ccccc2s1	i	i	i	3	-2	i	i	-2	i	4	-2
Cc1nn(CC(=O)NCCN2CCOCC2)c(C)c1[N+](=O)[O-]	i	i	i	2	-6	i	i	1	i	1	0
CC(C)c1ccc(C2CC(=O)N3CN(C)CSC3=C2C#N)cc1 (centres undefined)	i	i	i	1	-10	i	i	-16	i	9	47
Cc1cc2oc(=O)cc(CN3CCCCC3C)c2c(C)c1Cl (centres undefined)	i	i	i	-4	-15	i	i	6	i	-2	10
COc1ccc(S(=O)(=O)n2cnc3cc(C)c(C)cc32)cc1C	i	i	-10*	1	-8	i	i	-2	i	9	-3
Cc1cc(NS(=O)(=O)c2ccc(NC(=S)NC(=O)c3ccccc3)cc2)no1	i	i	i	2	-10	i	i	2	i	10	-3
CC(C)CC(=O)Nc1nc2c(c(=O)[nH]1)CCCC2	i	i	i	-4	-5	i	i	1	i	4	2
COc1cc([N+](=O)[O-])cc(/C=N/NC(=O)Cn2nccc2C)c1O	i	i	i	12	-10	i	i	-1	i	-3	-2
O=C(O)c1[nH]c2ccc(Cl)cc2c1CC(=O)N1CCN(C(=O)c2ccco2)CC1	i	i	i	4	-8	i	i	0	i	10	5
C=CCOc1ccc(Cl)cc1CNC1CCCC1	i	i	i	-3	-11	i	i	-2	i	0	0
Cc1c(NC(=O)CSc2nnc3c4ccccc4n(CCc4ccccc4)c3n2)c(=O)n(-c2ccccc2)n1C	i	i	i	3	-14	i	i	-1	i	3	.
CC1CCN(CCCNC(=O)C2CCC(=O)N2C2CCCC2)CC1 (centres undefined)	i	i	i	-12	1	i	i	2	i	-2	-1
O=C(N/N=C/c1ccccn1)c1ccc(NC(=O)c2cccc([N+](=O)[O-])c2)cc1	i	i	i	1	-6	i	i	-3	i	1	-3
COC(=O)CCC(=O)N1CCCC(N2CCN(c3ccc(OC)cc3)CC2)C1 (centres undefined)	i	i	i	2	-1	i	i	-1	i	-6	-2
CCOC(=O)N1CCN(C(=O)C2CCN(S(=O)(=O)N(CC)CC)CC2)CC1	i	i	i	?	-8	i	i	0	i	2	0
CCOC(=O)N1CCC(c2cc(=O)n3[nH]cc(C(=O)OC)c3n2)CC1	i	i	i	1	-4	i	i	1	i	3	-1
Cc1cc(C(F)(F)F)n2ncc(-c3ccc(F)cc3)c2n1	i	i	i	-5	-4	i	i	2	i	-1	-5
CC(=O)N1CCN(C(=O)C2(NC(=O)Nc3ccc(C)cc3)CCCCC2)CC1	i	i	i	4	-10	i	i	4	i	5	2
COC(=O)c1nnn(CC(=O)Nc2cccc(OC)c2)c1C(=O)OC	i	i	i	5	2	i	i	-2	i	11	-1
COc1ccccc1S(=O)(=O)Cc1ccc(C(=O)NCc2ccc3c(c2)OCO3)o1	i	i	i	8	-11	i	i	2	i	44	-1
O=C(CSc1nnc(-c2ccc(O)cc2)o1)N1CCOCC1	i	i	i	1	-7	i	i	-2	i	14	10
COc1ccccc1C(=O)NNC1CC(=O)N(c2ccc3c(c2)OCCO3)C1=O (centres undefined)	i	i	i	-3	-2	i	i	-1	i	12	-3
CNC(=O)c1cc(C(=O)c2ccccc2Br)c[nH]1	i	i	i	3	-3	i	i	-5	i	3	1
COc1ccc(-c2cn(-c3ccc(C)c(C)c3)c(=S)[nH]2)cc1OC	i	i	i	.	-3	i	i	-3	i	2	1
(cont.)
SMILES	KCNK9 inh	KCNQ1 block	RGS4 pot	HDAC3 inh	hERG rescue	KCNK3 block	KCNQ1 pot	GSK3beta inhib	PolyA inh	DYRK1A inh	GSK3A inh
CCc1ccc(OCCOCC(O)CN(CCO)CCO)cc1 (centres undefined)	i	i	i	-2	-7	i	i	-1	i	-2	0
CCOC(=O)C1CCCN(C(=O)c2cc(S(=O)(=O)N3CCCCC3)ccc2Cl)C1 (centres undefined)	i	i	i	-5	-14	i	i	4	i	-4	0
COc1cc2c(cc1OC)CN(C(=O)c1ccncc1)CC2	i	i	i	-1	-2	i	i	0	i	2	0
O=S(=O)(c1cccnc1)N1CCn2cccc2C1c1ccccc1F (centres undefined)	i	i	i	1	-14	i	i	2	i	6	-1
Cc1ccccc1Sc1ncccc1[N+](=O)[O-]	i	i	i	-2	-10	i	i	-2	i	-24	-1
OC12CCCCC1C(c1ccc3c(c1)OCO3)N(Cc1ccc(F)cc1)CC2 (centres undefined)	i	i	i	6	-7	i	i	1	i	10	0
Cc1cccc(C2Nc3ccccc3C(=O)N2c2ccc(F)cc2)n1 (centres undefined)	i	i	i	-41	-4	i	i	1	i	.	1
CCOc1ccc(CN(C)CC(=O)Nc2cc(C)c(C)cc2[N+](=O)[O-])cc1	i	i	i	10	-5	i	i	.	i	.	.
CCOC(=O)c1c(-c2ccncc2)csc1N	i	i	i	6	-6	i	i	1	i	5	3

Printed as active in KCNQ1 block (from the list above):
molecule | KCNK9 inh | KCNQ1 block | HDAC3 inh | KCNK3 block | KCNQ1 pot | GSK3beta inhib | PolyA inh | DYRK1A inh | GSK3A inh
CCCSc1nsc(NC(=O)C(c2ccccc2)c2ccccc2)n1 | -8.8* | 6* | 19 | -9* | i | 0 | i | 5 | .
CC[n+]1c(/C=C2/C=C(C)CC(C)(C)C2)sc2ccc(OC)cc21 | i | 10* | 6 | i | i | 0 | i | 12 | .
O=C(Nc1ccc(OC(F)F)c(Cl)c1)Nc1ccc2c(c1)OCO2 | i | 7* | 3 | i | i | 0 | i | 5 | 1

Bioassay records deposited in PubChem by several laboratories.
